CaV13 ICDI inh: Primary screen for inhibitors of IQ motif and Ca2+-dependent inactivation inhibitor domain binding in CACNA1D, Förster resonance energy transfer in living cells, …; HEK cells, CFP/YFP FRET ICDI-IQ, plate reader, 10 min; percent FRET-ratio fall versus neutral wells; inhibition, % at 12.3 µM; 340,000 compounds, 0.098% hits; AID 743397;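 active means mean replicate inhibition of at least 30% and at least 1% of replicates passing that level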;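 further: 0% = median of the neutral control wells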
NR2E3 ag-1: activates human photoreceptor nuclear receptor NR2E3; Q9Y5X4; GST-NR2E3/biotin-RetCOR TR-FRET, 1536-well; inhibition of corepressor binding, % at 4.78 µM; 320,000 compounds, 0.12% hits; AID 2300;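 active means percent inhibition above the cutoff of mean plus 3 SD of all tested compounds, set per screening campaign, cut at about 20% in these data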;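 further: 0% = DMSO wells and 100% = biotin wells as full block of FRET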
Target sequence (Q9Y5X4 whole entry, looked up): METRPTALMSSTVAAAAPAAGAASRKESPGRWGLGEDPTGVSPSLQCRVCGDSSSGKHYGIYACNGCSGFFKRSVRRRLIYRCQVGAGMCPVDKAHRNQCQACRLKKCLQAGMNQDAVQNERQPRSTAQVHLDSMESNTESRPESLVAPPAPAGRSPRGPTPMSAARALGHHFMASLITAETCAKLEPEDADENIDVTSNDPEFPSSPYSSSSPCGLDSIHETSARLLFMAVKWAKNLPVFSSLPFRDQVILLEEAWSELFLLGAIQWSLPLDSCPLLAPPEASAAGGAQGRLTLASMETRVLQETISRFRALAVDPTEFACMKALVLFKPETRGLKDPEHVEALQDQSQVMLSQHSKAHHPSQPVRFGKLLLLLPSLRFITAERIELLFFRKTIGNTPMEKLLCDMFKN
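Assay system: NR2E3–RetCOR corepressor complex. Quantity: 1.35 nM GST-NR2E3. Buffer or medium: pH 7.5 Tris-based buffer. Reagent: biotinylated RetCOR corepressor at 7 nM final. Schedule: 5 h at 4 °C. Detection: TR-FRET, emission read at 617 and 671 nm. Replicates: one well per compound, singlicate testing.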
TRPM1 prom inh: MITF TRPM1 promoter inhibition in SK-MEL-5 cells; 330,000 compounds, 0.83% hits; AID 488899; inhibition, % at 12.5 µM; SK-MEL-5 TRPM1 promoter luciferase, 24 h;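 active means mean inhibition across replicates of 60% or more, whatever share of single replicates reaches that level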; further: values of inactives mirror those of a sister screen read the other way
Shn3 inh set2: reduces Shn3 3'UTR luciferase signal in osteoblasts | Clone20 osteoblast Shn3 3'UTR firefly luciferase, 24 h | inhibition, % at 12.5 µM | 360,000 compounds, 0.52% hits | AID 588674;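 active means mean inhibition of at least 75% with every replicate also reaching 75%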;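 further: 0% = median of neutral control wells and 100% = pilot-screen positive control compound; some compounds past the cut are filed as inactive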
NR2E3 ag-2: activates human NR2E3 receptor; CHO-S Gal4-NCOR/VP16-NR2E3 two-hybrid, luciferase; inhibition of corepressor binding, % at 3.98 µM; 360,000 compounds, 0.35% hits; AID 602229;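 active means inhibition above the mean of all tested compounds plus 3 SD, cut at about 70% in these data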;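 further: 0% = DMSO with NR2E3 transfected cells and 100% = cells lacking NR2E3 construct; higher means lower luciferase signal from less NR2E3 corepressor binding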
Vif inh: HIV Vif inhibition | inhibition, % at 7.49 µM | HEK293T cells, Vif self-association by quenched fluorescence, imaging, 24 h | 340,000 compounds, 0.35% hits | AID 602346; in the data active means inhibition above about 50%, passing the limit was not always enough; further: some results filed as inactive read as strong as hits
CF NFkB inh: blocks PAF-induced NF-kB reporter in cystic fibrosis cells; KKLEB NF-kB-GFP reporter, GFP fluorescence overnight; 360,000 compounds, 0.86% hits; inhibition, % at 5 µM;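 active means at least 50% inhibition at 5 µM, scaled per plate between neutral and stimulator controls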;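 further: PAF is a Pseudomonas aeruginosa culture filtrate used as stimulus; plate controls were PAF-stimulated DMSO wells for no effect and unstimulated DMSO wells for full effect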
PDI inh: PDI (human) enzyme inhibition | P07237 | PDI insulin aggregation turbidity, A650, 90 min | inhibition, % at 10 µM | 350,000 compounds, 0.052% hits | AID 588391;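 active means mean inhibition across replicates of 30% or more, whatever share of single replicates reach that level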;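 further: absorbance from insulin aggregation driven by PDI reduction with DTT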
Target sequence (P07237 whole entry, looked up): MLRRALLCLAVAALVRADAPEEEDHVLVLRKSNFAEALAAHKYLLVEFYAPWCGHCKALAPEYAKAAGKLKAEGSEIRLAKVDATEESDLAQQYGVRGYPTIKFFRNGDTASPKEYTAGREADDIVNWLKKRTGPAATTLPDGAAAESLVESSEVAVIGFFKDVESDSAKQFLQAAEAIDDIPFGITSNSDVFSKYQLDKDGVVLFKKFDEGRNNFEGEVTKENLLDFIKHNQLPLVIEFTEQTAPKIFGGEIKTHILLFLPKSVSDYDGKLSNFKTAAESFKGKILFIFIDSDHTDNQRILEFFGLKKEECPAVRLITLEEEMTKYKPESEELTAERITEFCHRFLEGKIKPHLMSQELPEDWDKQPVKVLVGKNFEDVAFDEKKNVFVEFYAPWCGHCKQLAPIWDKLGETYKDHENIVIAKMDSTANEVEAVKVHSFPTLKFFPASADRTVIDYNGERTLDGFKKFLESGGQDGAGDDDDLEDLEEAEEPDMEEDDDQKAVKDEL
KKLEB tox: CF airway cell cytotoxicity counter-screen; activity change (cytotoxicity), % at 5 µM; KKLEB CF airway cells viability, ATPlite luminescence, overnight; stronger effect = lower value; cells stimulated with P. aeruginosa culture filtrate; 360,000 compounds, 0.36% hits;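 active means corrected activity change at or below -50% at 5 µM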
HIF-2a inh: blocks HIF-2a reporter activity; 786-0 RCC cells HIF-2a reporter, luciferase luminescence, overnight; inhibition, % at 18.8 µM; 360,000 compounds, 0.72% hits;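 active means inhibition of the luminescence signal of 40% or more relative to plate controls, in a single-dose primary screen at 18.75 µM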
Peg3 promoter: reduces Peg3 promoter-driven luciferase expression in HeLa. 360,000 compounds, 1.7% hits. inhibition, % at 20 µM. HeLa PEG-Prom luciferase reporter, luminescence, overnight;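 active means inhibition of at least 50% at 20 µM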
An asterisk follows results filed as active; x = not tested or not shown.

SMILES	CaV13 ICDI inh	NR2E3 ag-1	TRPM1 prom inh	Shn3 inh set2	NR2E3 ag-2	Vif inh	CF NFkB inh	PDI inh	KKLEB tox	HIF-2a inh	Peg3 promoter
CCN(c1cccc(C)c1)S(=O)(=O)c1cc2[nH]c(=O)c(=O)[nH]c2cc1C	-5	x	x	-6	7	6	-17	x	-1	17	13
Cc1ccc(NCc2nc3ccccc3n2CCOc2ccccc2)cc1	-3	0	-73	-74	-36	-1	15	-2	4	-100	-62
CC(C)CC(CCc1ccccc1)OS(N)(=O)=O (configuration not stated)	-6	1	6	-13	-15	7	-14	7	-13	-5	-19
COc1ccc(-n2c(-c3cnccn3)n[nH]c2=S)cc1	-3	1	4	8	-23	12	-2	11	2	5	9
CN(C)c1ccc(-n2cccc2/C=C/[N+](=O)[O-])cc1	-7	0	66*	-22	-2	-2	-36	-5	-9	91*	94*
C=CCn1c(SCC(=O)NC(N)=O)nnc1-c1cc2c(s1)CCC(CC)C2 (configuration not stated)	-5	1	8	-40	10	4	4	6	-5	-41	-24
Cc1ccc(C(=O)C(C)OC(=O)C2CCN(c3ccc(C(F)(F)F)cn3)CC2)cc1 (configuration not stated)	-6	x	-26	-22	21	9	-8	-3	-4	9	41
O=C(Nc1cccc(S(=O)(=O)N2CCCC2)c1)c1ccco1	-6	x	3	27	10	7	4	-5	4	-8	18
O=C(O)CCc1ccc(-c2cccs2)n1NC(=O)c1ccc(Cl)cc1	x	0	15	1	-4	10	-2	1	-1	0	-16
O=C(CC1S/C(=N/N=C2CCCCCC2)NC1=O)Nc1ccccc1C(F)(F)F (configuration not stated)	-3	2	-9	7	-32	9	-2	8	-18	2	5
CCCc1nn(C)c(C(=O)Nc2ccc(CC)cc2)c1Cl	x	0	-8	-7	-41	-7	-22	-4	3	-134	-69
COc1ccc(NS(=O)(=O)c2ccc(NC(=O)c3ccccc3Br)cc2)nn1	0	2	1	3	21	6	1	10	2	14	5
Cc1cc(C)n(-c2cc(Cl)cc(Cl)c2)c(=O)c1C#N	x	3	-10	-9	-28	2	4	21	-6	3	2
S=c1[nH]nc(COc2ccccc2)n1/N=C/c1ccccc1Br	-2	-3	-4	-20	-24	-1	-4	-1	2	8	6
CCN1C=C(C(=O)c2ccccc2)C(=O)CC1	-9	x	-21	8	-7	3	-21	-1	9	8	-10
Cc1nc(-c2ccc(C(=O)Nc3ccc(F)cc3)cc2)cs1	-15	-13	-12	7	-192	-17	8	-5	-5	-223	-207
NC(=Nc1ccccc1)NC(=O)c1nc(Cl)c(N)nc1N	-5	6	-72	-125	-104	6	15	-4	-4	-172	-262
CCc1cc(=O)oc2c(CNCc3ccccc3F)c(O)c(Cl)cc12	-1	0	1	-25	0	-3	-2	-8	4	10	-1
CCCCN(CC)CCNC(=S)Nc1ccc2nc(N3CCN(C)CC3)cc(C)c2c1	-3	-4	7	9	24	-6	0	-1	7	14	29
CCc1nc2ccccc2c(C(=O)Oc2ccc(C(=O)OC)cc2)c1C	-2	0	1	-6	-3	-1	-6	26	4	8	7
O=C(N/C(=C/c1cccc([N+](=O)[O-])c1)C(=O)N1CCCC1)c1ccccc1	-4	2	12	5	3	3	13	-7	-7	4	5
N#CC1(N2CCN(C(=O)c3ccccc3)CC2)CCCCC1	-5	1	x	-1	-35	-7	-1	-14	-2	17	7
COc1cc(C(=O)Oc2c(OC)cc(C(=S)N3CCOCC3)cc2OC)cc(OC)c1OC	14	1	19	-12	-10	-2	5	0	0	19	16
CN(C(=O)COC(=O)c1cccc(S(=O)(=O)N(C)c2ccccc2)c1)C1CCCCC1	-5	0	2	-9	2	-10	13	0	-14	2	13

Fetched by compound from above (four):
SMILES	CaV13 ICDI inh	NR2E3 ag-1	TRPM1 prom inh	Shn3 inh set2	NR2E3 ag-2	Vif inh	CF NFkB inh	PDI inh	KKLEB tox	HIF-2a inh	Peg3 promoter
CCN1C=C(C(=O)c2ccccc2)C(=O)CC1	-9	x	-21	8	-7	3	-21	-1	9	8	-10
CN(C(=O)COC(=O)c1cccc(S(=O)(=O)N(C)c2ccccc2)c1)C1CCCCC1	-5	0	2	-9	2	-10	13	0	-14	2	13
CCCCN(CC)CCNC(=S)Nc1ccc2nc(N3CCN(C)CC3)cc(C)c2c1	-3	-4	7	9	24	-6	0	-1	7	14	29
CCc1cc(=O)oc2c(CNCc3ccccc3F)c(O)c(Cl)cc12	-1	0	1	-25	0	-3	-2	-8	4	10	-1

(next part)
SMILES	CaV13 ICDI inh	NR2E3 ag-1	TRPM1 prom inh	Shn3 inh set2	NR2E3 ag-2	Vif inh	CF NFkB inh	PDI inh	KKLEB tox	HIF-2a inh	Peg3 promoter
Cn1c(=O)c2c(nc(N/N=C/c3ccncc3)n2Cc2ccccc2)n(C)c1=O	-15	-1	3	21	-5	-4	1	5	3	23	4
O=C(OCC1OC(Oc2ccc(O)cc2)C(O)C(O)C1O)c1ccccc1 (configuration not stated)	x	0	0	7	-2	-3	-7	x	6	2	-8
CN(C)c1ncc(S(=O)(=O)c2ccccc2)c(N)n1	-3	-1	-6	-17	14	14	-13	7	5	13	-1
CSCCC(NC(=O)c1ccccc1Br)C(=O)NC(C)CCc1ccccc1 (configuration not stated)	-5	2	-9	-4	23	-5	-13	12	4	-4	28
Cc1ccc(C(=O)N2CCN(S(=O)(=O)c3sc(C(=O)O)c(C)c3C(=O)O)CC2)s1	-4	0	-4	-1	11	-6	6	-1	10	-4	1
COc1ccc(N(C)C(=O)c2cc3c(s2)-c2ccc(Cl)cc2S(=O)(=O)C3)c(OC)c1	-3	0	48	62	-34	2	4	3	-12	17	-1
Cc1c(OCC(=O)NCC(O)c2ccccc2)ccc2c(-c3ccccc3)cc(=O)oc12 (configuration not stated)	x	0	x	10	-18	-29	-20	x	-22	10	22
O=C(N/C(=C/c1ccc(Br)cc1)C(=O)N1CCCC1)c1ccccc1F	-3	-2	-1	3	-8	5	-2	-3	-8	13	-2
O=C(CCCn1c(=O)[nH]c2ccccc2c1=O)N1CCN(c2ccccn2)CC1	-6	3	x	3	-14	-5	-4	-5	4	10	23
Cc1nnc(N)s1	-3	1	3	-6	-29	-2	-13	-3	11	14	7
O=C(O)C1=NOC(CNc2ncc(C(F)(F)F)cc2Cl)C1 (configuration not stated)	-16	0	12	-2	-30	-6	-15	-5	6	2	-6
Cc1ccc2c(c1)N(C(=O)CCC(=O)NCC(C)c1ccccc1)CC(C)O2 (configuration not stated)	-5	-1	4	-17	-8	-4	15	x	6	11	16

Entries of single compounds, quoted from the list. Screens in order: CaV13 ICDI inh | NR2E3 ag-1 | TRPM1 prom inh | Shn3 inh set2 | NR2E3 ag-2 | Vif inh | CF NFkB inh | PDI inh | KKLEB tox | HIF-2a inh | Peg3 promoter
Shown for CSCCC(NC(=O)c1ccccc1Br)C(=O)NC(C)CCc1ccccc1 (configuration not stated) = -5 | 2 | -9 | -4 | 23 | -5 | -13 | 12 | 4 | -4 | 28
Shown for CN(C)c1ncc(S(=O)(=O)c2ccccc2)c(N)n1 = -3 | -1 | -6 | -17 | 14 | 14 | -13 | 7 | 5 | 13 | -1

Additional entries:
SMILES	CaV13 ICDI inh	NR2E3 ag-1	TRPM1 prom inh	Shn3 inh set2	NR2E3 ag-2	Vif inh	CF NFkB inh	PDI inh	KKLEB tox	HIF-2a inh	Peg3 promoter
Cc1ccnc(N/C=C/C(=O)c2ccc(Br)cc2)c1	-5	x	-64	-3	-124	-9	-13	1	-14	-226	-212
Cc1ccccc1S(=O)(=O)N1C[C@H]2CON(C)[C@H]2C[C@H]1c1cccc(-c2ccc(C#N)cc2)c1	-4	x	8	4	8	x	-3	-3	9	8	-1
CCc1ccccc1NC(=O)CN(c1ccc(OC)cc1OC)S(=O)(=O)c1ccccc1[N+](=O)[O-]	-5	0	19	3	-4	-5	13	-11	4	20	30
Cc1ccc(OC(=O)CCS(=O)(=O)c2ccc(C)cc2)cc1	-2	2	1	-3	1	3	4	3	-4	0	2
O=C(Cc1ccc(F)cc1)Nc1ccc(Cl)cn1	-4	2	-24	-20	-102	-8	-9	2	13	-147	-70
CC(C)CNC(=O)c1ccc2c(c1)C(=O)N(C1CCCCC1)C2=O	21	12	12	-4	13	8	21	-7	-7	-10	11
O=C1CCC(C(=O)N(c2ccccc2)C2(C(=O)NC3CCCCC3)CCCCC2)N1 (configuration not stated)	x	-1	0	-3	-30	-6	4	-2	-4	4	-2
COc1ccc(-c2[nH]ncc2CN(C)Cc2cnccn2)c(OC)c1	-3	1	-8	-60	-11	-4	-13	-1	14	22	0
N#Cc1ccc(OCC(=O)Nc2nc(-c3ccncc3)cs2)cc1	-6	1	-1	1	32	8	-12	-1	-2	3	-8
O=C(CCNC(=O)c1ccccc1)Nc1ccc(F)c(Cl)c1	-1	2	8	17	14	1	-6	3	-4	1	-6
COc1ccc(C)cc1NC(=O)CSc1ccc(Cl)cc1	-4	-2	10	12	2	-2	14	-1	-21	9	7
O=C1CN(C(=O)COc2ccc(Br)cc2Br)c2ccccc2N1	-6	1	8	2	-3	9	2	-2	7	-33	-36
CC(=O)Oc1c(Cl)c(N2CCOCC2)c(OC(C)=O)c2ccccc12	-4	0	-53	-79	-54	1	9	1	-7	-234	-264
Cc1nc(=O)c(-c2ccccc2)c(C)n1Cc1ccccc1	-7	0	-3	0	-9	-4	4	1	-1	10	11
CCCc1cc(=O)[nH]c(SC/C=C/c2ccccc2)n1	-19	1	x	-38	16	-6	6	6	6	21	6
CC(=O)COc1ccc2c(c1C)O/C(=C\c1ccco1)C2=O	-4	-2	-69	-56	-96	-5	-2	-9	-13	-223	-202
C=CCNc1nc(Nc2ccc(OC)cc2OC)nc(OCC)n1	-4	1	16	17	-7	27	-3	-5	-21	4	13
CC(C)COC(=O)c1ccc2c(c1O)C(=O)c1ccccc1C2=O	-3	-1	5	4	-86	-3	-2	-5	-6	-175	-225

Source: PubChem
